Screening data as filed in PubChem BioAssay.
NadD inh: NadD (S. aureus) enzyme inhibition | purified NadD enzyme, colorimetric absorbance read-out | inhibition, % at 20 µM | hit rate 0.78% among 360,000; in the data active means inhibition above about 26%; further: some compounds past the cut are filed as inactive
DNMT1 inh: blocks human DNA methyltransferase DNMT1 | P26358 | hit rate 0.83% among 360,000 | inhibition (reported as % activation of signal), % at 10 µM | DNMT1 molecular beacon, Hinp1I cleavage, fluorescence; in the data active means inhibition above about 50%
Neddyl block: blocks human cullin neddylation; TR-FRET cullin neddylation, biochemical; hit rate 0.58% among 360,000; calls only at 25 µM; P61081+Q13564; AID 651699; in the data active means inhibition above about 36%
NRP1-CendR mod: modulators of CendR peptide binding to human neuropilin-1 | O14786 | FAM-RPARPAR peptide binding to NRP-1, fluorescence polarization | inhibition, % at 25 µM | hit rate 0.85% among 360,000 | AID 602438;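 active means inhibition or corrected inhibition above about 18%, plus a signal ratio from 0.5 to 1.5, limit read from the data, passing the limit was not always enough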; further: strong numbers were not always called active
Scp1 inh: blocks human Scp-1 phosphatase activity; Q9GZU7; Recombinant Scp1, phosphopeptide, malachite green phosphate absorbance; inhibition, % at 20 µM; hit rate 0.88% among 340,000; AID 493091;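 active means inhibition above about 50% at 20 µM, limit read from the data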;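 further: plate controls were DMSO wells with enzyme for no effect and wells lacking enzyme for full effect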
Target sequence (Q9GZU7 76-261 limits assumed): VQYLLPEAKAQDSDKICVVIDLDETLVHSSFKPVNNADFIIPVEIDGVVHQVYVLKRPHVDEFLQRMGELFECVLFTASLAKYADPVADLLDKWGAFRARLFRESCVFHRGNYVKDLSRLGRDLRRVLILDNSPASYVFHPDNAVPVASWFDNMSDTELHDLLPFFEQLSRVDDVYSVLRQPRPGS
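Material – SCP-1 phosphatase catalytic domain, residues 76-261 · Buffer or medium – Acidic Tris acetate buffer with magnesium and detergent · Also added – Phospho 17-mer peptide substrate · Compound – single 20 µM dose, 1% DMSO · Times – 45 min room-temperature reaction, 5 min colour, 30 min stabiliser · Technique – Phosphate-binding colour reagent, absorbance read at 630 nm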
LMPTP inh: blocks human LMPTP phosphatase | recombinant LMPTP-A, OMFP fluorogenic substrate, fluorescence intensity | inhibition, % at 20 µM | hit rate 0.22% among 360,000 | AID 651560 | P24666;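 active means compounds that cut the enzyme signal by at least half of the control window in the single-dose screen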;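 further: plate controls were DMSO wells with enzyme plus substrate for no effect and substrate without enzyme for full effect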
Target sequence (P24666 whole entry, looked up): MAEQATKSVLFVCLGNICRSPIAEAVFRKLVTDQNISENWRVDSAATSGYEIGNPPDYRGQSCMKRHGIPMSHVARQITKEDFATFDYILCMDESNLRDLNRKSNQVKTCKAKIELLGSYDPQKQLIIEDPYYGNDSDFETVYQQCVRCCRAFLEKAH
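Assay system: LMPTP-A phosphatase enzyme | Input: 0.625 nM enzyme | Also added: Fluorogenic phosphatase substrate OMFP at 400 µM final | Compound dosing: One test concentration per compound, 20 µM, with 3% DMSO overall | Schedule: 50 min enzyme reaction at room temperature, protected from light | Signal: Fluorescence intensity | Benchmarks: no-enzyme and uninhibited controls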
SKN-1 inh: inhibitors of C. elegans SKN-1; C. elegans VP596 Pgst-4::GFP/RFP ratio, acrylamide-induced, 24 h; inhibition, % at 21.8 µM; hit rate 0.49% among 360,000; AID 624304;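 active means interference check ratio from 0.5 to 1.5 plus GFP to RFP signal ratio inhibition reaching or exceeding a fixed threshold, cut at about 30% in these data, passing the limit was not always enough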; further: some compounds called inactive have numbers as strong as hits
STEP block: blocks human striatal-enriched tyrosine phosphatase | hit rate 0.25% among 360,000 | inhibition, % at 20 µM | recombinant STEP, OMFP fluorogenic substrate, fluorescence | P54829 | AID 588621;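 active means inhibition at 20 µM, scaled per plate between control wells, above about 37%, limit read from the data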;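 further: 0% = DMSO with enzyme and substrate and 100% = substrate only without enzyme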
Target sequence (P54829 whole entry, looked up): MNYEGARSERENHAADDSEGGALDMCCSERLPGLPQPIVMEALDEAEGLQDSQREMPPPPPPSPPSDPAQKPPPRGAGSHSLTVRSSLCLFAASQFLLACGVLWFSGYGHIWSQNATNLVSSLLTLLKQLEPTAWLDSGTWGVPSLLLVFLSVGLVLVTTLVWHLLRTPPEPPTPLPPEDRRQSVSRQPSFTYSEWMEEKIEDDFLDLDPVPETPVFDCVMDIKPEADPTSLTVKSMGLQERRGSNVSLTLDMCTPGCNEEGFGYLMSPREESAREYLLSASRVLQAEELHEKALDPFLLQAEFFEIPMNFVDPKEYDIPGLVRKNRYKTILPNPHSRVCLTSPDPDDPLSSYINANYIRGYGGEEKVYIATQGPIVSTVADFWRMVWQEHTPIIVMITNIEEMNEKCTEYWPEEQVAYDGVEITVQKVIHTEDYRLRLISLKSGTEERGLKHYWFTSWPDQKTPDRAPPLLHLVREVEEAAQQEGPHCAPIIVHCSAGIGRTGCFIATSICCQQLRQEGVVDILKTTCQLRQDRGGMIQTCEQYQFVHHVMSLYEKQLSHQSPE
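Measure: Control-normalized % inhibition with plate pattern correction | Test system: STEP phosphatase, cell-free reaction | Medium: pH 6.0 Bis-Tris with DTT and Tween 20 | Technique: Fluorescence, 480/540 nm | Times: Reaction 20 min, ambient temperature | Doses: Single compound dose of 20 µM, 1% DMSO final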
Tb MetRS inh: Trypanosoma brucei MetRS inhibition. inhibition, % at 11.9 µM. AID 624268. purified T. brucei MetRS, ATP depletion, Kinase-Glo luminescence. hit rate 0.4% among 360,000;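 active means inhibition above a per-plate cutoff of the control wells' mean inhibition plus 3 SD, cut at about 5.5% in these data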;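 further: 0% = DMSO wells median and 100% = median of wells with control inhibitor compound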
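Dosing: 11.9 µM single point; system: parasite MetRS enzyme; technique: luminescence of leftover ATP; times: 15 min enzyme-compound preincubation, 2 h reaction, 10 min detection, 25 °C; replicates: each compound tested once; read-out basis: percent inhibition relative to median high and low control wells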
SUMO1 PPI mod: modulators of human SUMO1-mediated protein-protein interactions. SUMO1 binding to a labelled peptide, TR-FRET, 1 h. hit rate 0.33% among 360,000. AID 602429. inhibition, % at 20 µM; in the data active means inhibition above about 37%
Target sequence (P63165 whole entry, looked up): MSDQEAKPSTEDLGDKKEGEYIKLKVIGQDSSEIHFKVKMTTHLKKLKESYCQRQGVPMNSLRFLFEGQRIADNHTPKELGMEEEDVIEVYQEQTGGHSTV
Numbers without * were called inactive; i = inactive; nt = not tested or not shown.

SMILES	NadD inh	DNMT1 inh	Neddyl block	NRP1-CendR mod	Scp1 inh	LMPTP inh	SKN-1 inh	STEP block	Tb MetRS inh	SUMO1 PPI mod
O=C(/C=C/c1ccccn1)c1cc(Br)ccc1O	-1	1	i	5	-7	4.2	1	1	-0.8	-1
CC(=O)c1ccc(NC(=O)c2cnsn2)cc1	-3	0	i	5	-4	-2.4	9	-6	-0.7	-4
COc1ccc(CCNC(=O)N2c3ccccc3Sc3ccccc32)cc1	-8	-10	i	-5	-16	3.5	28	4	-0.3	2
Cc1ccc(C)c(NC(=O)c2ccccc2NS(=O)(=O)c2cc([N+](=O)[O-])ccc2C)c1	4	-11	i	3	-1	-0.2	9	-2	-0.4	-12
COc1ccccc1C1=NOC(Cn2c(=O)c3c(ncn3C)n(C)c2=O)C1 (stereo unspecified)	-2	2	i	21	-4	-0.6	-1	-1	-0.7	2
CC1(C)C(=O)CCC2(C)C1=CCC1C2C(=O)CC2(C)C1CCC2(O)C(=O)CO (stereo unspecified)	-6	11	i	12	0	-1.0	7	1	-0.3	3
CCOc1ccc(NC(=O)c2cccc3c2C(=O)N(CCOC)C3)cc1	-5	-2	i	-7	-6	0.4	4	-1	0.0	-2
CCOCCCNCc1ccc(Cl)cc1	0	13	i	2	3	-1.0	-3	0	-0.8	-5
O=C(O)c1cnn2c(-c3ccc(F)cc3)ccnc12	3	-2	i	-5	-4	-0.7	-7	-3	0.4	-3
O=C(/C=C/c1ccco1)N(Cc1cccc(Cl)c1)C1CCS(=O)(=O)C1 (stereo unspecified)	6	-4	i	-24	-4	1.5	-6	2	-0.1	-8

Four entries out of the list, ordered by SMILES length, rising:
SMILES	NadD inh	DNMT1 inh	Neddyl block	NRP1-CendR mod	Scp1 inh	LMPTP inh	SKN-1 inh	STEP block	Tb MetRS inh	SUMO1 PPI mod
O=C(/C=C/c1ccccn1)c1cc(Br)ccc1O	-1	1	i	5	-7	4.2	1	1	-0.8	-1
COc1ccc(CCNC(=O)N2c3ccccc3Sc3ccccc32)cc1	-8	-10	i	-5	-16	3.5	28	4	-0.3	2
COc1ccccc1C1=NOC(Cn2c(=O)c3c(ncn3C)n(C)c2=O)C1 (stereo unspecified)	-2	2	i	21	-4	-0.6	-1	-1	-0.7	2
Cc1ccc(C)c(NC(=O)c2ccccc2NS(=O)(=O)c2cc([N+](=O)[O-])ccc2C)c1	4	-11	i	3	-1	-0.2	9	-2	-0.4	-12

The list goes on.
SMILES	NadD inh	DNMT1 inh	Neddyl block	NRP1-CendR mod	Scp1 inh	LMPTP inh	SKN-1 inh	STEP block	Tb MetRS inh	SUMO1 PPI mod
CCn1c(Cc2ccccc2)nnc1SCC(=O)NC(C)(C)C	10	-1	i	4	-4	-0.6	-2	1	0.0	0
CCCc1ccc(-c2ccc(-c3noc(-c4ccncc4)n3)cc2)nc1	-7	-11	i	16	-7	-1.7	1	1	-0.2	-8
Cc1ccc(NC(=O)N2CCC(C(=O)Nc3ccc(C)cc3C)CC2)cc1	0	1	i	14	-6	-1.1	-1	-5	-0.3	0
O=C(NCc1ccc2c(c1)OCO2)c1cnc2n(c1=O)CCS2	2	4	i	-4	3	-1.2	-5	1	-0.6	7
CN(C)CCCN(C(=O)c1ccc(S(=O)(=O)N2CCOCC2)cc1)c1nc2ccc(F)cc2s1	-9	0	i	6	-4	-2.0	-2	-1	-0.3	0
COC(=O)Cn1ncc(N2CC(C)OC(C)C2)c(Cl)c1=O (stereo unspecified)	-1	1	i	-17	-5	-1.4	6	-2	0.5	25
CC(C)CN(C(=O)COC(=O)CNC(=O)c1ccc(Cl)cc1)C1CCS(=O)(=O)C1 (stereo unspecified)	-1	3	i	9	-3	-0.3	5	0	0.2	0
NC(=O)COC(=O)c1cc(=O)[nH]c2ccccc12	-9	2	i	-5	-11	-0.9	6	3	-0.4	-15
CCCc1cc(=O)n2[nH]c(C)c(-c3ccc(OC)cc3)c2n1	5	2	i	-4	3	-2.1	13	0	0.1	2
Cc1cccc(/C(N)=N/OC(=O)CCCN2C(=O)c3ccccc3C2=O)c1	3	1	i	12	-3	-2.5	19	-3	1.6	-7
CC(Sc1nc2ccccc2[nH]1)C(=O)NC1CCCCC1C (stereo unspecified)	-3	1	i	-10	-2	-0.6	-11	0	-0.2	-1
CCOC(=O)C1CCN(c2cc(=O)n(-c3ccccc3Cl)c(=O)[nH]2)CC1	-8	0	i	1	-3	0.7	8	-3	-1.3	0
Cc1cccc(C(C(=O)NC2CCCCC2)N(C(=O)c2csnn2)C2CC2)c1 (stereo unspecified)	-4	0	i	0	-1	-1.5	13	-3	-0.6	-1
Cc1cc(NC(=O)CSc2nc(-c3cccnc3)ccc2C#N)no1	-9	-1	i	-1	5	0.6	-2	-3	-0.8	-5
CC(C)NC(=O)CCN1C(=O)c2ccccc2Sc2ncccc21	-2	1	i	4	47	-1.1	9	-2	0.0	3
CC(=O)c1cc(C(=O)N2CCc3c([nH]c4ccccc34)C2CC(C)C)[nH]n1 (stereo unspecified)	-1	-15	i	12	-2	1.2	6	-4	-0.7	0
Cc1c(CC(=O)NCCCC(=O)O)c(=O)oc2c(C)c3oc4c(c3cc12)CCCC4	8	0	i	-4	38	1.3	0	6	-0.4	-1
Cc1ccccc1C(=O)Nc1cc(S(=O)(=O)N2CCCCC2)ccc1N1CCN(C)CC1	-6	16	i	2	4	-2.4	-1	4	-0.6	1
CCNC(=O)CN1C(=O)NC2(CCOc3ccccc32)C1=O (stereo unspecified)	-7	1	i	-11	-4	-1.2	7	-2	-0.4	3
O=C(Nc1nc2ccccc2[nH]1)Nc1ccccc1F	4	4	i	-7	-10	4.2	-1	0	3.3	-5
CCOc1ccc(C(=O)NNC(=O)C2CC(=O)N(c3ccc(C)cc3)C2)cc1 (stereo unspecified)	-2	1	i	3	5	-2.8	1	-1	-0.1	-1
O=C(Cn1cc(COc2ccc(Cl)c(Cl)c2)nn1)NS(=O)(=O)c1ccccc1OC(F)(F)F	-4	0	i	-3	nt	-1.7	-2	2	-0.2	8
Cc1cccc(C(=O)NCCCNC(=O)c2ccccn2)c1	0	0	i	6	-1	-2.0	1	1	-0.1	-2
O=C(Nc1cccnc1)c1ccccc1-c1nc(-c2ccccc2F)no1	-5	-6	i	5	-6	-0.4	-1	0	-0.7	-1
CSCCNC(=O)C1(C)CCN1C(=O)c1sccc1C (stereo unspecified)	-2	-4	i	3	nt	1.7	19	-1	-0.4	0
COc1ccc(CNCCCC(=O)Nc2c(Cl)ccc(C)c2Cl)cc1OC	-9	2	i	1	-3	-1.0	16	-2	0.5	1
Cn1c(C2CCCN2C(=O)OC(C)(C)C)n[nH]c1=S (stereo unspecified)	-1	2	i	-8	11	-1.8	-4	3	-0.9	-3
COc1ccc(N(CCC(=O)NCCc2ccccc2)S(=O)(=O)c2ccc(C)cc2C)cc1	-6	-3	i	5	-12	-7.5	-6	1	-0.5	-31
COc1ccc(C(=O)N2C=Cc3ccccc3C2C#N)cc1 (stereo unspecified)	-5	-10	i	0	nt	-0.9	23	2	-0.1	-10
CCN(C(=O)COC(=O)c1cc(S(=O)(=O)N2CCOCC2)ccc1F)C1CCS(=O)(=O)C1 (stereo unspecified)	-3	2	i	10	0	-1.2	2	1	-0.5	-3
Cc1cc(O)cc2c(=O)c3ccccc3sc12	9	0	i	7	3	2.1	8	-2	0.2	-3
Cc1ccc(NC(=S)NNC(=O)c2ccco2)cc1	0	9	i	12	0	-2.2	-12	-4	-0.4	0
CN(C)c1ccc(C(O)P(=O)(OCc2ccccc2)c2ccc(N(C)C)cc2)cc1 (stereo unspecified)	-3	1	i	3	-6	-0.8	4	1	0.2	3
COc1cc(/C=C/C(=O)OCC(=O)NC(=O)NC2CCCCC2)ccc1OC(F)F	-4	-3	i	14	-5	1.8	10	-3	-0.2	-6
COc1cccc(CC(=S)N2CCOCC2)c1	-2	1	i	-4	-11	-0.1	14	-2	0.4	3
Cc1cc[n+](-c2nc([O-])sc2/C=N/Nc2ccc([N+](=O)[O-])cc2)cc1	3	-8	i	3	-3	5.7	4	-1	-0.5	-32
Cc1nc2ccc(C(=O)Nc3cccc([N+](=O)[O-])c3)cc2s1	3	5	i	2	-3	1.5	2	1	-0.1	-18
CCCCN(C)C(=O)c1ccc(Nc2nc(C(N)COCc3ccccc3)cs2)nc1 (stereo unspecified)	12	-7	i	-43	nt	0.4	9	-3	-0.3	0
O=C(CCCCCN1C(=O)[C@@H]2Cc3ccccc3CN2C1=O)NCCc1ccccc1	-12	-2	i	2	-11	0.3	5	2	0.0	5
Clc1ccc(-c2ccc(/C=N/Nc3cc(N4CCOCC4)nc(N4CCOCC4)n3)o2)cc1	-1	-5	nt	15	12	-0.2	16	-1	-1.0	-6
Cc1ccc(/C=C/C(=O)Nc2cc(=O)n(C)c(=O)n2C)o1	-2	12	i	0	-5	-1.1	3	1	0.6	-7
COc1cc(C(=O)N/C(=C\c2cn(C)c3ccccc23)C(=O)NCCN2CCOCC2)cc(OC)c1OC	0	0	i	7	-5	0.6	10	0	-1.0	-10
O=[N+]([O-])/C(C=Nc1ccccc1O)=C\Nc1ccccc1O	-7	0	i	-5	-4	0.5	-10	-2	-0.2	-18
O=C(Cc1cccs1)NCCc1cn2ccccc2n1	-3	0	i	-4	-4	0.2	6	1	0.5	4
O=C(O)c1ccc(CSc2nnnn2C2CCCCC2)cc1	-3	-1	i	9	-9	-3.3	12	-10	0.3	-1
COc1ccc(-c2nn(-c3ccccc3)cc2C(=O)N2CCN(S(=O)(=O)c3cccc(F)c3)CC2)cc1	6	-7	i	-3	-9	3.5	-2	0	-0.5	-4
C=CCOc1c(Cl)cc(CNn2cn[nH]c2=S)cc1OC	-3	-2	i	11	-8	-47	-4	-4	-0.6	0
CCOC(=O)C1=CCN(S(=O)(=O)c2ccccc2C)C1c1cccc(Cl)c1 (stereo unspecified)	nt	nt	i	3	nt	2.1	2	nt	0.2	2
CC(C(=O)N1CC2(C)CC1CC(C)(C)C2)N1C(=O)c2ccccc2C1=O (stereo unspecified)	3	1	i	-4	0	-0.3	-7	0	-0.4	-3
Cc1nn(C(=O)c2ccco2)c(C)c1Sc1ccc([N+](=O)[O-])cc1	14	11	i	7	-9	0.2	-9	1	-1.2	-5
Going on with the list.
SMILES	NadD inh	DNMT1 inh	Neddyl block	NRP1-CendR mod	Scp1 inh	LMPTP inh	SKN-1 inh	STEP block	Tb MetRS inh	SUMO1 PPI mod
COc1cc(NC(=O)c2ccc(Br)o2)c(C(=O)O)cc1OC	-7	3	i	-6	-8	0.2	24	1	0.1	4
O=C(NNC(=O)c1ccco1)c1ccco1	-7	-1	i	-12	nt	3.7	8	0	-0.3	0
COc1ccc(-c2ccc3c(c2)C2CC3CCN2CCC#N)cc1 (stereo unspecified)	-1	-2	i	-8	-8	-0.2	8	2	0.4	2
C=CCN1C(=O)c2ccc(C(=O)N(C)CC(=O)Nc3cccc(F)c3)cc2C1=O	1	2	i	-4	-7	0.0	-8	0	0.0	-15
